Runt-SMMHC FRET = blocks binding of human RUNX1 Runt domain to CBFb-SMMHC | 220,000 tested, 0.74% active | Cerulean-Runt/Venus-CBFb-SMMHC FRET ratio 530/480, 1 h | inhibition, % at 20 µM;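 active = mean inhibition across duplicate retests at 20 µM reaching about 50%, limit read from the data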;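 also: 0% = DMSO wells and 100% = wells with excess untagged CBFb-SMMHC; inhibitors lower the FRET ratio by blocking Runt binding to CBFb-SMMHC; some results filed as inactive read as strong as hits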
Target sequence (Q01196 whole entry, looked up, the tested form may be a part): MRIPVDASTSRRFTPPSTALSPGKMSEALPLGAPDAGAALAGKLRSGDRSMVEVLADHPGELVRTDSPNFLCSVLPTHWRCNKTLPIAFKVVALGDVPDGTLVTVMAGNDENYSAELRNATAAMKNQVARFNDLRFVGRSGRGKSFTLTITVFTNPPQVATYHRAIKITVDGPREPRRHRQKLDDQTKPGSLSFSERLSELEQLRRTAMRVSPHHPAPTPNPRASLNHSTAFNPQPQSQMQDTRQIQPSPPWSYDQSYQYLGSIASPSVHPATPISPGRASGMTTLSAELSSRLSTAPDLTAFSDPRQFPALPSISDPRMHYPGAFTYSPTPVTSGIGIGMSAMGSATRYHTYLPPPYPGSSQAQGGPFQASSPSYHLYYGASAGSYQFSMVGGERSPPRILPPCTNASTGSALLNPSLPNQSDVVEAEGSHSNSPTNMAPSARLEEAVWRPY
Target sequence (Q13951 whole entry, looked up, the tested form may be a part): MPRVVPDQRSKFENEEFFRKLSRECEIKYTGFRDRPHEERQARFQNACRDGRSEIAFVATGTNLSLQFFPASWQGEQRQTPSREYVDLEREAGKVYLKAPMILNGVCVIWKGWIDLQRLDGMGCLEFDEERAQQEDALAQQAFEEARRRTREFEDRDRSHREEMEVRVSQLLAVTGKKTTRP
TNF death inh = inhibitors of TNF-alpha induced necroptosis in Jurkat FADD-/- cells | activation (protection from cell death), % at 10 µM | AID 463075 | 220,000 tested, 0.068% active | Jurkat FADD-/- TNF necroptosis rescue, ATP luminescence, 24 h; 0 = TNF only, 100 = no-TNF cells;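 active = activation, meaning protection from cell death, of at least 50% relative to plate controls; inactive = activation below 50%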;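 also: necroptosis triggered by 40 ng/mL TNF-alpha added together with compound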
Runt-CBFb FRET = Runt domain-CBFb interaction inhibition. Q01196+Q13951. Cerulean-Runt/Venus-CBFb FRET ratio 530/480, 1 h. inhibition, % at 20 µM. 220,000 tested, 0.46% active. AID 1496;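 active = inhibition over about 50% at 20 µM in the single-dose screen, limit read from the data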;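 also: 0% = DMSO wells and 100% = excess unlabeled CBFb competitor control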
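Buffer or medium: Tris pH 7.5 buffer with BSA. Assay system: Cerulean-labeled Runt domain protein. Amount: each fluorescent fusion protein 100 nM. Read-out basis: loss of energy transfer signal. Incubation: 1 h compound exposure, room temperature. Probe or stimulus: Venus-CBFb binding partner, 100 nM. Detection: FRET, excitation 422 nm, emission at 530 and 480 nm.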
PERK inhibitor = human PERK inhibition, primary cell-based screen; Q9NZJ5; CHO PERK-DD fusion, SEAP luminescence translation reporter; inhibition, % at 5.6 µM; 220,000 tested, 0.17% active;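 active = inhibition above the mean inhibition of all tested compounds plus 3 SD, set separately per screening campaign, cut at about 2.9% in these data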;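 also: PERK kinase domain activated by AP20187 dimerizer at 100 nM; 0% = DMSO with dimerizer and 100% = rapamycin at 8.4 µM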
PGE2 EP2 inh = inhibitors of human EP2 prostaglandin E2 receptor | P43116 | C6 glioma cells expressing human EP2, cAMP TR-FRET; cells stimulated with saturating PGE2 | inhibition, % at 25 µM | 260,000 tested, 0.52% active | AID 1422;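 active = percent inhibition above 40 after rounding to a whole number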;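 also: rat C6 glioma host cells with rolipram phosphodiesterase inhibitor present; the protocol text gives 20 µM as final concentration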
Target sequence (P43116 whole entry, looked up): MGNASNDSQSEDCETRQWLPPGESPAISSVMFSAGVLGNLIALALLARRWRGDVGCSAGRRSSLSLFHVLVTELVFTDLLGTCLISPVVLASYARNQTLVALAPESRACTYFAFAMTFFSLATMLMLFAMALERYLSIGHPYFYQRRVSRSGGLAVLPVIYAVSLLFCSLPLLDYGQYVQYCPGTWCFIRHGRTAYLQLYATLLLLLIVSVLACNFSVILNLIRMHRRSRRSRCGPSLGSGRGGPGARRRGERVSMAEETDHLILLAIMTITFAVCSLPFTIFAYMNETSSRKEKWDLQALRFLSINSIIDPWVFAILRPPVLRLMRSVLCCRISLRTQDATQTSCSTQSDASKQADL
EP2 modulator = modulators of human EP2 prostaglandin E2 receptor | P43116 | 260,000 tested, 0.83% active | induction, % at 25 µM | EP2-expressing cells, cAMP HTRF FRET, PGE2 co-stimulation;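 active = compounds whose cAMP rise, as percent of the full-agonist control response, exceeds 60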;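 also: rat C6 glioma line stably carrying human EP2 under a CMV promoter; the protocol text gives 20 µM as final concentration; 100% = response of wells given 1 µM PGE2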
RBBP9 inh = blocks human serine hydrolase RBBP9; O75884; recombinant RBBP9, FP-Rh probe fluorescence polarization; inhibition, % at 7.94 µM; 220,000 tested, 0.2% active; AID 1515;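 active = inhibition above the campaign mean of all tested compounds plus 3 SD, cut at about 14% in these data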;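 also: plate controls were DMSO wells with RBBP9 for no effect and wells lacking RBBP9 protein for full effect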
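System: RBBP9 protein / Buffer or medium: Tris/NaCl buffer pH 8.0 with 0.1% Pluronic / Probe or stimulus: Serine-hydrolase probe FP-Rh, 375 nM pre-mixing / Dosing: 7.94 µM single dose, 0.794% DMSO / Times: enzyme-compound preincubation 30 min, then probe labeling 45 min, 25 °C / Technique: fluorescence polarization (mP), excitation 525 nm, emission 598 nm / Replication: singlicate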
zVAD death inh = L929 zVAD cell death inhibition; viability rescue, % at 10 µM; 220,000 tested, 0.38% active; L929 zVAD necroptosis rescue, ATP luminescence, 24 h; with zVAD 60 µM;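 active = activation, scaled between plate controls, above about 75%, limit read from the data; inactive = activation under that limit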;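 also: 0% = zVAD with DMSO and 100% = DMSO alone without zVAD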
Hck-Nef inh = blocks Nef-activated human Hck kinase; P08631; Recombinant Hck-YEEI plus Nef, Z-Lyte FRET kinase assay; inhibition, % at 20 µM; 220,000 tested, 0.68% active; AID 463187;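 active = Hck-Nef kinase inhibition above about 50%, limit read from the data; inactive = inhibition below that limit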;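 also: 0% = DMSO with Hck plus Nef and 100% = Hck alone without Nef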
* marks the source's active call; other numbers are inactive results; nt = no result given. A portion of the library; the hit share may differ from the screen's.

The line under a structure holds: Runt-SMMHC FRET, TNF death inh, Runt-CBFb FRET, PERK inhibitor, PGE2 EP2 inh, EP2 modulator, RBBP9 inh, zVAD death inh, Hck-Nef inh
1) CCc1cc(C(c2cccc(OC)c2)N2CCOCC2)c(NC(=O)c2ccccc2)s1 (stereo not given)
  1.2, -6.0, -1.2, 0.5, 12.8, 40.9, 0.3, -0.2, 0.3
2) O=C(CNC(c1ccccc1)c1ccccc1)Nc1ccc(F)cc1
  -8.8, 2.0, 0.5, -0.2, 2.3, 35.2, -3.0, 1.0, 2.6
3) N#Cc1cnn2cc(CCN3CCOCC3)c(-c3ccc(F)cc3)nc12
  -1.8, 0.4, 0.6, 1.9, 7.8, -24.1, 0.2, 0.8, -10.8
4) CCOC(=O)c1ccc(N2C(=O)C(CC(=O)NC)N(CCc3ccc(OC)c(OC)c3)C2=S)cc1 (stereo not given)
  0.4, -0.3, 1.0, 0.5, 14.6, -0.5, -1.4, 2.1, 3.8
5) COc1cccc(CSc2nnnn2-c2ccc(O)cc2)c1
  -1.0, -0.4, 0.8, 0.4, 13.7, -42.4, -3.9, 0.4, -36.2
6) CCSC1=NCCN1S(=O)(=O)c1ccc(NC(C)=O)cc1
  -1.2, -0.5, 0.0, 0.7, 10.0, -1.1, -1.6, 25.8, 20.4
7) CCN(Cc1ccccc1)C(=O)CC1Oc2ccccc2NC1=O (stereo not given)
  0.9, -0.2, 2.2, -0.1, 9.9, -5.0, -2.6, 1.0, 2.9
8) COc1ccc(CSC(=N)N)cc1[N+](=O)[O-]
  0.8, -1.3, 0.9, 0.2, 16.1, 10.0, 8.0, -0.2, -2.1
9) COc1ccc(OC)c(NC(=O)CSc2nc(N)c(-c3ccccc3)c(=O)[nH]2)c1
  -4.3, -1.8, 1.1, 0.5, 5.8, 23.2, -1.2, -0.8, 6.2
10) CCCOc1ccccc1NC(=O)c1ccc(N)cc1
  -1.1, -0.6, -0.1, -1.1, 14.2, -2.9, -4.5, -0.3, -0.2
11) CC1(C)CC(=O)C2=C(C1)N=C1SCCC(=O)N1C2c1ccccc1 (stereo not given)
  -2.2, -3.2, -0.7, -0.2, 4.7, 14.4, -2.6, -0.4, 0.9
12) O=C(NCCSc1ccccc1)c1cccnc1
  2.6, 0.1, -2.3, 2.4, 10.3, 10.2, -3.5, 1.2, 6.6
13) COc1ccc(N=C2C(=O)N3c4c(cccc42)C(C)=CC3(C)C)cc1
  -1.3, -8.0, -0.5, 0.4, 8.3, -3.7, -7.7, -0.3, 8.4
14) Cc1nc(NC(=O)COc2ccccc2)sc1C(=O)Nc1ccccc1
  19.3, 0.0, -0.8, -0.4, 3.1, -14.4, -6.3, 0.1, 0.2
15) O=S(=O)(Nc1cc(S(=O)(=O)N2CCOCC2)ccc1N1CCOCC1)c1ccc2c(c1)OCCO2
  -1.2, -1.1, 1.8, -0.2, 3.3, -6.3, -5.1, 0.1, 16.7
16) C[C@@H](C(=O)N[C@@H](Cc1ccccc1)C(=O)O)n1nnc2ccccc2c1=O
  -0.2, -1.0, 2.2, 0.4, 10.0, 12.2, -8.1, 0.6, 14.0
17) CC(NC(=O)/C=C/c1ccc(Br)cc1)c1ccc(Cl)cc1 (stereo not given)
  -11.3, 0.7, -1.8, 0.2, 4.6, -43.0, 2.2, nt, -6.8
18) N/C(=N/S(=O)(=O)c1ccccc1)c1cccc([N+](=O)[O-])c1
  2.8, -0.5, -0.5, 0.0, 5.4, -11.2, 4.3, 0.5, 0.8
19) CCOC(=O)c1sc2ncnc(N3CCN(C)CC3)c2c1C
  1.4, 2.5, 1.3, 0.4, 3.0, 11.4, -0.4, 0.9, 22.8
20) COc1ccc(OCc2nnc(SC(C)C(=O)Nc3nccs3)n2-c2ccccc2)cc1 (stereo not given)
  -2.0, -1.9, -0.9, 0.1, 5.5, 17.5, -0.8, 0.0, 2.0

Single records, from the list above.
CC(NC(=O)/C=C/c1ccc(Br)cc1)c1ccc(Cl)cc1 (stereo not given) is entered as Runt-SMMHC FRET: -11.3; TNF death inh: 0.7; Runt-CBFb FRET: -1.8; PERK inhibitor: 0.2; PGE2 EP2 inh: 4.6; EP2 modulator: -43.0; RBBP9 inh: 2.2; zVAD death inh: nt; Hck-Nef inh: -6.8
O=C(NCCSc1ccccc1)c1cccnc1 is entered as Runt-SMMHC FRET: 2.6; TNF death inh: 0.1; Runt-CBFb FRET: -2.3; PERK inhibitor: 2.4; PGE2 EP2 inh: 10.3; EP2 modulator: 10.2; RBBP9 inh: -3.5; zVAD death inh: 1.2; Hck-Nef inh: 6.6

(next part)
The line under a structure holds: Runt-SMMHC FRET, TNF death inh, Runt-CBFb FRET, PERK inhibitor, PGE2 EP2 inh, EP2 modulator, RBBP9 inh, zVAD death inh, Hck-Nef inh
21) CC1CCc2nn(CC(=O)NCc3ccco3)cc2C1 (stereo not given)
  2.4, -0.9, 0.4, 1.3, 8.1, -2.1, -2.5, 0.0, 2.6
22) Cc1ccsc1C(=O)OCC(=O)Nc1sccc1C(N)=O
  -1.4, -3.9, -2.1, -0.3, 18.2, -35.5, -3.9, 0.8, 9.8
23) Cc1ccc(S(=O)(=O)N/N=C\c2cc3c(cc2Br)OCO3)cc1
  -1.4, 2.5, -4.3, 0.8, 5.3, -7.7, 2.3, 0.7, 3.0
24) CN(C(=O)Nc1ccccc1)C1CCCCC1
  1.9, 2.7, 3.3, -0.2, 4.1, 1.4, -8.0, 1.0, 9.0
25) Cn1c(-c2ccc(C=O)s2)nc2ccccc21
  -18.8, -5.4, -2.4, 0.2, 16.3, 14.1, -14.6, -0.4, -11.8
26) COc1ccc(-n2cnnc2SCC(=O)N(C)C2CCS(=O)(=O)C2)cc1 (stereo not given)
  4.3, -9.1, -0.3, 0.6, 9.9, 5.9, 7.2, 0.1, 0.0
27) CC1(C)CC(NC(=O)CC2CCCCC2)CC(C)(C)N1
  -2.6, 1.7, 0.0, 0.3, 7.4, 19.1, -8.7, 1.6, 0.1
28) Cc1ccc(OCCC(=O)Nc2ccc(C)c(F)c2)cc1
  -1.4, 1.1, -0.8, 1.6, 9.7, -15.6, -5.2, 22.9, 18.3
29) O=C(c1ccccc1Cl)N(Cc1ccc(Br)cc1)N1C(=O)CCCC1=O
  1.8, 0.3, 0.1, -0.9, 1.7, -16.0, 3.6, 0.6, 15.1
30) CCn1c(COc2ccccc2C)nnc1SCC(=O)CC(=O)Nc1ccccc1OC
  -3.5, -2.5, -4.3, 0.3, 7.9, 29.8, -2.7, 0.7, 1.9
31) Nc1nc(-c2ccco2)nn1S(=O)(=O)c1ccc(Cl)cc1
  0.2, 2.2, -1.4, -0.7, 3.7, 11.7, -7.6, -0.3, 22.8
32) Cc1cccc(C(=O)N2CCCN(C(=O)c3cccc(C)c3)CC2)c1
  -2.6, 0.6, 1.5, -0.4, 11.5, 17.2, 1.9, -0.4, -0.1
33) CCOc1ccc(C2N(c3cc(Cl)ccc3OC)C(=O)C3CCCN32)cc1OC (stereo not given)
  -5.6, 0.7, -0.3, 0.6, 2.3, 11.9, -0.9, 2.1, 2.0
34) Cc1ccc(C(=O)OCC(=O)Nc2c(C)n(C)n(-c3ccccc3)c2=O)cc1[N+](=O)[O-]
  0.9, -0.5, 1.4, -0.3, 3.1, 4.0, -11.6, 1.4, 21.7
35) CS(=O)(=O)N(CC(=O)NCCSCc1ccccc1)c1ccc2c(c1)OCO2
  0.5, -0.3, 0.2, -0.1, 5.2, -39.6, -2.3, -2.4, 22.2
36) Cc1c(Cl)c(C(=O)NNC(=S)Nc2ccccc2)nn1C
  1.8, -1.4, 5.7, 1.0, nt, 0.6, -3.8, 0.6, 4.8
37) O=S(=O)(Nc1ncnc2sc3c(c12)CCC3)c1ccc(Cl)s1
  -0.4, 0.8, 4.0, 0.1, 17.1, -3.8, -2.3, -0.1, 2.4
38) CCOc1cc(-c2noc(CCC(=O)N3CCOCC3)n2)ccc1OC
  2.6, -1.8, -1.1, 1.6, 7.2, 0.5, 8.1, -0.3, 1.6
39) CC(=N[C@@H]1CCCC[C@H]1N=C(C)c1ccccc1O)c1ccccc1O
  -2.7, 1.1, -0.2, 0.2, 8.3, 27.1, 2.9, nt, -13.3
40) O=C(COc1ccc2ccccc2c1)NNC(=O)c1cccs1
  1.5, 0.4, 2.3, 1.3, 10.5, 8.3, -1.3, 0.1, 0.7
41) O=C(CCN1CCCCC1)Nn1c(=S)[nH]c2ccccc2c1=O
  -2.6, 0.4, -0.2, 0.9, 3.4, -8.9, 0.7, 0.0, -0.6
42) CC(=O)Cc1nsc(Nc2ccc(Cl)cc2)n1
  -0.2, 5.5, 1.3, -0.1, 7.4, -21.8, -3.6, -0.1, 24.6
43) O=C(/C=C\Nc1ccccn1)c1ccc(Cl)cc1
  6.3, -0.8, -0.7, 0.6, 8.1, -2.2, 0.3, 1.7, 2.5
44) Cc1cc(C)n(CCC(=O)N/N=C/c2cccc([N+](=O)[O-])c2)n1
  2.6, 1.6, 0.3, -1.2, 10.1, -0.9, -7.7, 1.6, 30.0
45) Cc1ccc(CNC(=O)CNC(=O)c2c(C)nn(C)c2Cl)cc1
  -3.5, 0.0, -0.9, -0.6, 4.0, -9.4, -7.2, 1.4, 3.9
46) COc1ccc(Cn2c(C3CC3)nc3ccc(NC(C)=O)cc3c2=O)cc1
  -5.6, -5.0, -2.5, -0.8, 23.1, 6.8, -5.6, -0.1, 2.0
47) Cc1c(N2C(=O)/C(=C\C3CC=CCC3)SC2=S)c(=O)n(-c2ccccc2)n1C (stereo not given)
  2.2, -2.6, 14.3, -0.6, 12.8, -48.9, -4.8, 3.0, 22.2
48) CC1Cc2nc(SCC(=O)Nc3ccc(F)cc3)n(C)c(=O)c2S1 (stereo not given)
  3.5, 1.6, -2.4, -1.2, nt, -8.9, -8.7, -0.1, 0.7
49) O=C(NCc1ccco1)c1ccc2c(c1)C(=O)N(Cc1ccccc1)C2=O
  3.4, -0.1, 1.6, -0.9, 8.7, 0.4, -12.6, -0.9, 6.5
50) O=C(N/N=C/c1cc2c(cc1Br)OCO2)c1cccnc1
  -1.2, 1.6, -2.1, 0.3, 2.0, -19.3, -4.9, 0.6, 21.4
51) CCOC(=O)Cc1csc(NC(=O)NC2(C(F)(F)F)Oc3ccccc3O2)n1
  -3.8, -10.8, 6.0, 0.7, 4.8, 9.7, -4.0, 1.9, -0.2

From PubChem BioAssay
